# CXCR6 block: inhibitors of human CXCR6 receptor. O00574. CHO-K1 PathHunter CXCR6 beta-arrestin, luminescence. inhibition, % at 20 µM. 360,000 compounds, 0.36% hits; in the data active = inhibition above about 34%, passing the limit was not always enough;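 also: antagonist mode with CXCL16 agonist at 10 nM final; 0% = 10 nM CXCL16 with DMSO and 100% = unstimulated wells without agonist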
# Target sequence (O00574 whole entry, looked up): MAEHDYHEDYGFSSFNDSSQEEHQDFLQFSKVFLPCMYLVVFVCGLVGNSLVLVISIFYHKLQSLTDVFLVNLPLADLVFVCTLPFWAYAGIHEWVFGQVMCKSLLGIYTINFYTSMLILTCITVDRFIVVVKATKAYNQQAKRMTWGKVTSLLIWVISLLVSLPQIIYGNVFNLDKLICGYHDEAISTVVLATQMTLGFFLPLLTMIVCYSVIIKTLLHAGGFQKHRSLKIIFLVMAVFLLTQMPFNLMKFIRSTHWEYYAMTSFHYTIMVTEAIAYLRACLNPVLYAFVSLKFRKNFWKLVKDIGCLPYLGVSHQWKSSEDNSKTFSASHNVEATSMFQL
# XBP1 UPR activ: activators of adaptive arm of unfolded protein response (XBP1) | CHO-XBP1 luciferase reporter, IRE1-XBP1 UPR activation, luminescence; percent of tunicamycin response, DMSO as zero | activation, % at 20 µM | 330,000 compounds, 0.33% hits;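 active = versus positive control, 20 µM dose yields 30% or more activation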;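 also: 100% = tunicamycin at 10 µg/mL and 0% = DMSO only wells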
#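 assay system = CHO-XBP1 luciferase reporter cells | amount = 1000 cells/well | buffer or medium = F12 plus 10% FBS | compound dosing = single point, 20 µM final compound, 1% DMSO | incubation = 16-18 h cell attachment at 37 °C, then 6 h compound exposure | detection = Steady-Glo luminescence read | controls = tunicamycin 10 µg/mL and vehicle-only wells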
# CHOP UPR activ: apoptotic UPR (CHOP) activation; AID 449763; activation, % at 10 µM; CHO-CHOP luciferase reporter, luminescence; percent of tunicamycin response over DMSO baseline; 330,000 compounds, 0.34% hits;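 active = at 10 µM dose, activation of 40% or more, normalized to positive control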;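 also: 100% = tunicamycin at 10 µg/mL and 0% = DMSO alone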
#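 Assay system: CHO cells with stable CHOP pathway luciferase reporter; Buffer or medium: F12 plus 10% serum; Times: 16-18 h cell attachment, then 6 h compound exposure, 37 °C; Signal: luciferase luminescence; Read-out basis: percent activation relative to tunicamycin control; Control set: tunicamycin high control, DMSO low control.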
# EBI2 antag: blocks human EBI2 receptor beta-arrestin signaling | inhibition, % at 5 µM | EBI2 beta-arrestin recruitment, luminescence, 7a,25-OHC stimulated | P32249 | 360,000 compounds, 0.81% hits; in the data active = inhibition above about 38%;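 also: enzyme fragment complementation signal reports receptor beta-arrestin coupling in cells; 0% = agonist plus DMSO wells and 100% = wells without agonist; some results beyond the cut were filed as inactive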
# Target sequence (P32249 whole entry, looked up, the tested form may be a part): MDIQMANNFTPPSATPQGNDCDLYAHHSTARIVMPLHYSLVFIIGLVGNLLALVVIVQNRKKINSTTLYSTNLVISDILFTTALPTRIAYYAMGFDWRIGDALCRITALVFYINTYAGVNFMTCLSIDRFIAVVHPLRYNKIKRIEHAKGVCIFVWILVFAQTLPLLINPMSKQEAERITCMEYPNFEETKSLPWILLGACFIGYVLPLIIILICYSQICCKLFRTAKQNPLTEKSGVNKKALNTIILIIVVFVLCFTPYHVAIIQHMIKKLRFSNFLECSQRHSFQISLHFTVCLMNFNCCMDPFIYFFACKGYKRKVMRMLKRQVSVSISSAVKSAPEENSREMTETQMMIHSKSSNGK
# CCR6 antagonist: blocks CCL20-driven beta-arrestin recruitment at human CCR6; P51684; CHO-K1 CCR6 PathHunter beta-arrestin, luminescence, CCL20-stimulated; inhibition, % at 20 µM; 340,000 compounds, 0.49% hits; AID 493098;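 active = compounds whose inhibition of the agonist-driven luminescence signal at 20 µM reaches about 50%, limit read from the data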;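 also: cells stimulated with CCL20 at 14 nM final; plate controls were DMSO with CCL20 for no effect and DMSO without agonist for full effect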
# tim23-1 inh: tim23-1 yeast growth inhibition; AID 463212; S. cerevisiae tim23-1 growth, BacTiter-Glo luminescence, 24 h; 330,000 compounds, 1.3% hits; inhibition, % at 20 µM;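 active = growth inhibition of the mutant yeast at or above 50%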;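 also: temperature-sensitive mutant grown at 25 °C; plate controls were DMSO-treated mutant yeast for no effect and medium wells lacking yeast for full effect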
# APJ ag: activates the human apelin receptor APJ | CHO-K1 APJ PathHunter beta-arrestin, luminescence; 0% DMSO wells, 100% apelin | activation, % at 20 µM | 330,000 compounds, 0.11% hits;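 active = activation more than six SD over the plate average, tested at 20 µM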;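 also: 0% = DMSO alone and 100% = apelin-13 at 10 nM; some results filed as inactive read as strong as hits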
# Target sequence (P35414 whole entry, looked up): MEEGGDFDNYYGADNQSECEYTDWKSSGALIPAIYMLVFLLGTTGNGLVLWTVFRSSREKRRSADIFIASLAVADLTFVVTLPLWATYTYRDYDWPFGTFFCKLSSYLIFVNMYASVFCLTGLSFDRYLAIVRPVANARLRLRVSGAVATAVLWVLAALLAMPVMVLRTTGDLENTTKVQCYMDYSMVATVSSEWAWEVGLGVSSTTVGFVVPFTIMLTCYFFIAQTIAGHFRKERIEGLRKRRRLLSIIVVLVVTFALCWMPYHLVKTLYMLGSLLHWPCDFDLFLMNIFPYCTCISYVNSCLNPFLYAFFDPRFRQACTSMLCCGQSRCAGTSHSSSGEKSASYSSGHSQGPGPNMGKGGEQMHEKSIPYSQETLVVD
#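 Material: CHO-K1 APJ beta-arrestin complementation cell line; Input: cell density 1000 per well; Incubation: compound stimulation 90 min at 25 °C, detection 60 min; Signal: luminescence from split beta-galactosidase complementation, Galacton Star/Emerald II substrate; Controls: DMSO-only wells as negative, 10 nM Apelin-13 as positive control.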
# Mdm2-MdmX inh: inhibitors of human Mdm2/MdmX interaction; SaOS-2 split-luciferase Mdm2/MdmX complementation, luminescence; inhibition, % at 8 µM; 330,000 compounds, 3% hits; AID 485346;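 active = inhibition of at least 50% at 8 µM in the primary screen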
# APJ antagonist: blocks the human apelin receptor APJ. AID 2521. inhibition, % at 20 µM. P35414. 330,000 compounds, 0.32% hits. CHO-K1 APJ beta-arrestin complementation, luminescence;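 active = inhibition above about 40% at 20 µM, limit read from the data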;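 also: cells challenged with 10 nM apelin-13 agonist together with compound; plate controls were apelin-13 plus DMSO wells for no effect and DMSO wells lacking apelin-13 for full effect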
# Active calls of the source: *; . = no result given. These rows are one share of the data, so the mix of outcomes need not match the whole.
# Letters: A = CXCR6 block; B = XBP1 UPR activ; C = CHOP UPR activ; D = EBI2 antag; E = CCR6 antagonist; F = tim23-1 inh; G = APJ ag; H = Mdm2-MdmX inh; I = APJ antagonist
Cc1cccc(N2CCN(S(=O)(=O)c3ccc(-c4coc(C)n4)cc3)CC2C)c1 (configuration not stated)
  A: -7; B: -1; C: 2.8; D: 11; E: 22; F: 37; G: -3; H: 21; I: -9

CNC(=S)NNC(=O)c1sc(-c2cc(C)on2)nc1C
  A: 4; B: 1; C: 1.7; D: 5; E: 16; F: -6; G: -3; H: -1; I: 9

Cc1n[nH]c(C)c1S(=O)(=O)N(C)Cc1ccco1
  A: -4; B: 0; C: -0.8; D: 7; E: 10; F: 1; G: -2; H: -1; I: 7

COc1ccc(OC)c(/C(O)=C/C(=O)C(=O)Nc2cc(C)ccc2OC)c1
  A: 7; B: -3; C: 0.2; D: -3; E: -7; F: 4; G: 0; H: 11; I: -6

Cc1ccc(O)c(N=Cc2ccc(C)s2)c1
  A: -14; B: 0; C: 0.9; D: -8; E: -2; F: 11; G: 2; H: -18; I: 4

N=C1/C(=C/c2ccco2)C(=O)N=C2SC(CC(=O)N3CCCC3)=NN12
  A: 8; B: -3; C: 0.9; D: -8; E: 14; F: 2; G: -6; H: 10; I: 6

O=C1OCCC1Sc1nnc(-c2ccc3c(c2)OCO3)n1-c1ccccc1 (configuration not stated)
  A: 5; B: 0; C: 1.8; D: 5; E: -19; F: 2; G: -2; H: 12; I: 9

CCN(CC)CCOC(=O)c1ccc(N/C=C(/C#N)c2nc(-c3ccc(OC)c(OC)c3)cs2)cc1
  A: -5; B: 4; C: 2.5; D: 9; E: 18; F: 1; G: 8; H: 13; I: -20

CCOC(=O)C1=C(CCc2ccccc2)NC(=O)NC1c1ccc(C#N)cc1 (configuration not stated)
  A: -9; B: -2; C: -0.7; D: 8; E: -13; F: 13; G: -4; H: 13; I: 6

CCOC(=O)Cc1csc(N/N=C\c2ccc(N(C)C)cc2)n1
  A: 0; B: -7; C: 0.9; D: 4; E: 6; F: 21; G: 1; H: -32; I: -9

C#CC1CCCCC1NC(=O)Nc1cnccc1C(F)(F)F (configuration not stated)
  A: -2; B: 2; C: -1.0; D: 8; E: 8; F: 18; G: -1; H: 7; I: 2

O=C(O[C@@H]1[C@H](Cc2ccccc2)NS(=O)(=O)[C@H]2C[C@@H]3C=C[C@]12O3)c1ccccc1Br
  A: -3; B: -2; C: 1.5; D: -1; E: -8; F: 5; G: 0; H: -10; I: -27

CC(=O)c1ccc(NC(=S)NNC(=O)NC2CCCCC2)cc1
  A: 14; B: 0; C: 0.3; D: -8; E: 27; F: -4; G: -6; H: 8; I: 3

O=C(N1CCC(O)(c2cccnc2)CC1)C12CC3CC(CC(C3)C1)C2
  A: 10; B: -4; C: 0.5; D: 2; E: 10; F: 2; G: 0; H: -9; I: 13

CCOC(=O)c1cnn(-c2ccc(Cl)cc2)c1C1CCN(C(=O)OC(C)(C)C)CC1
  A: 19; B: 0; C: 0.1; D: 15; E: 19; F: 27; G: -7; H: 9; I: 1

Cc1ccc(/C=N/Nc2nc3ccccc3s2)o1
  A: -16; B: -3; C: 2.1; D: -1; E: 24; F: 29; G: -1; H: -123; I: 7

CCOc1ccc(C2Oc3nc(SC)nnc3-c3ccccc3N2C(C)=O)cc1OC (configuration not stated)
  A: 3; B: 0; C: -0.4; D: -6; E: 4; F: 10; G: -4; H: 21; I: 9

CCOc1ccc(C(CC(=O)O)n2cnnn2)cc1 (configuration not stated)
  A: -4; B: -4; C: 0.5; D: -18; E: -8; F: 4; G: 3; H: 7; I: 7

O=C(Nc1ncn[nH]1)c1ccc([N+](=O)[O-])cc1[N+](=O)[O-]
  A: -14; B: 2; C: 1.6; D: -8; E: -5; F: -5; G: 6; H: 37; I: -16

CCC(C)N=CC1=C(O)CC(c2ccccc2)CC1=O (configuration not stated)
  A: 1; B: 0; C: 0.3; D: -3; E: 9; F: 6; G: 3; H: 7; I: 4

Cc1cc(NC(=O)CN2C(=O)/C(=C/c3ccccc3F)SC2=S)no1
  A: -3; B: 3; C: 0.1; D: -4; E: 10; F: 2; G: -4; H: 10; I: 20

O=C(Nc1ccc(SC(F)F)cc1)c1ccc2nccnc2c1
  A: -11; B: 5; C: 11; D: 7; E: 20; F: 26; G: 13; H: -55; I: -20

CCOC(=O)CNC(=O)CSc1nnnn1-c1cc(C)ccc1C
  A: -5; B: -5; C: 0.5; D: 3; E: -11; F: -1; G: -4; H: 4; I: 3

Cc1sc2nc(C3CC3)nc(SCC(=O)N3CCCc4ccccc43)c2c1C
  A: .; B: 0; C: -3.5; D: .; E: .; F: 15; G: -1; H: 71*; I: -2

c1cnc(Oc2ccc(-c3nnco3)cc2)cn1
  A: -6; B: 1; C: 0.7; D: 2; E: -1; F: 7; G: -6; H: -21; I: 8

CN(C(=O)c1cccc(NC(=O)c2ccccc2)c1)C1CCCCC1
  A: 2; B: -7; C: -1.3; D: -15; E: -3; F: 29; G: 0; H: 12; I: -13

CC(C)(C)Nc1c(-c2cccs2)nc2ccccn12
  A: -5; B: -2; C: 0.3; D: 5; E: 1; F: 22; G: -5; H: 13; I: 9

O=C(CN1C(=O)c2ccccc2C1=O)NCCc1c[nH]c2ccccc12
  A: 2; B: 0; C: 2.2; D: 3; E: 6; F: 6; G: -4; H: 14; I: -5

N#Cc1cccc(C(=O)OCC(=O)NCc2ccco2)c1
  A: -1; B: -2; C: 0.0; D: 7; E: 11; F: -2; G: 4; H: 8; I: 6

CCN(CC(=O)NCc1cccs1)C(=O)Cc1ccc(C)c(C)c1
  A: -3; B: -2; C: 2.5; D: -6; E: 5; F: 18; G: -2; H: 26; I: 4

COc1cccc(/C=N/n2c(COc3ccccc3)n[nH]c2=S)c1O
  A: 10; B: -4; C: 1.5; D: 10; E: 3; F: 35; G: -5; H: -16; I: 6

COc1cccc(C2c3c(oc4ccc(F)cc4c3=O)C(=O)N2CCCN2CCOCC2)c1 (configuration not stated)
  A: -6; B: -4; C: -0.9; D: -2; E: 5; F: -13; G: -3; H: -6; I: 0

CCOc1ccccc1/C=C(\NC(=O)c1ccccc1)C(=O)NCCC(=O)O
  A: -1; B: -2; C: 3.3; D: -10; E: 17; F: 10; G: -1; H: 2; I: -20

COc1ccc(-c2oc(=O)c3cc(OC)c(OC)cc3c2C(F)(F)F)cc1
  A: -4; B: -1; C: 1.4; D: 5; E: 4; F: 4; G: -3; H: 17; I: 10

CCC(=O)c1ccccc1OCCN1CCN(CC)CC1
  A: -3; B: -2; C: -1.1; D: 0; E: 9; F: -10; G: -3; H: 8; I: -16

Cc1ccc(C)c2[nH]c(=O)c(CN(CCN3CCCC3)C(=O)Nc3cccc(Cl)c3)cc12
  A: -4; B: -3; C: -0.6; D: -2; E: 17; F: -20; G: 3; H: 55*; I: -20

O=C(CN1C(=O)c2cccc3cccc1c23)N1CCN(Cc2ccc3c(c2)OCO3)CC1
  A: 3; B: -3; C: 0.7; D: 0; E: -8; F: 28; G: -2; H: 19; I: -30

Cc1cc(-c2csc(Nc3ccccn3)n2)ccc1F
  A: -13; B: 1; C: 2.7; D: 24; E: -14; F: 36; G: 0; H: -135; I: -3

CCCCNC(=O)CC(C(=O)N1CCc2ccccc21)n1ccnc1 (configuration not stated)
  A: 8; B: 1; C: 0.3; D: 3; E: -23; F: 10; G: -3; H: -22; I: -20

Cn1c(=N)n(CC(=O)c2ccc(Br)cc2)c2ccccc21
  A: -2; B: 6; C: 2.4; D: 32; E: 4; F: 6; G: 4; H: -8; I: 15

CC1CCN(S(=O)(=O)c2ccc3ncn(CC(=O)N(C)C4CCCCC4)c(=O)c3c2)CC1
  A: 2; B: -1; C: 0.4; D: 3; E: -6; F: 8; G: -3; H: 0; I: 3

CCCCN(C)C(=O)c1ccc2c(c1)N(CC)C(=O)c1ccccc1S2(=O)=O
  A: -8; B: -1; C: 0.5; D: -6; E: 10; F: 2; G: -7; H: 5; I: 17

C=CCNC(=S)Nc1ccc2nsnc2c1
  A: 6; B: -1; C: 3.8; D: -10; E: 12; F: 8; G: 2; H: 10; I: -33

CCCC1(C(=O)OC)NC(c2ccc(OC)cc2OC)C2C(=O)N(c3cccc(C(C)=O)c3)C(=O)C21 (configuration not stated)
  A: -5; B: -4; C: 0.4; D: -4; E: 4; F: 23; G: -6; H: -2; I: 8

O=C(O)CN1C(=O)SC(Nc2ccccc2)C1=O (configuration not stated)
  A: 9; B: 2; C: -2.0; D: -9; E: 6; F: 18; G: -4; H: -10; I: 25

Cc1ccc(-c2c(C)sc3ncn(CC(=O)N4CCOCC4)c(=O)c23)cc1C
  A: 3; B: 1; C: -2.0; D: -8; E: 9; F: 12; G: -4; H: 17; I: -4

CCCCCn1c(CCNC(=O)c2cccs2)nc2ccccc21
  A: 13; B: 2; C: 0.2; D: 7; E: 15; F: 48; G: -3; H: -35; I: 2

O=C(NCCc1ccccn1)c1ccc(COc2ccccc2)o1
  A: -2; B: -2; C: 2.8; D: -2; E: -6; F: 13; G: -2; H: -11; I: -1

Cc1ccccc1-n1c(SCC(=O)N/N=C/c2ccccc2OCC(=O)O)nc2ccccc2c1=O
  A: 5; B: 0; C: 1.3; D: -3; E: 2; F: 7; G: -4; H: 31; I: 20

NC(=O)C1CCN(C(=O)c2ccc(Cl)c(S(=O)(=O)N3CCCCCC3)c2)CC1
  A: -2; B: -2; C: 0.8; D: -1; E: 3; F: 6; G: -3; H: 1; I: -2

CCC(C)NC(=O)CCC(=O)Nc1ccc2nc(N3CCOCC3)cc(C)c2c1 (configuration not stated)
  A: 0; B: -4; C: 0.7; D: -12; E: -8; F: 3; G: 0; H: -12; I: -2

COc1cc(OC)c(C(=O)Nc2ccc(S(=O)(=O)Nc3ncccn3)cc2)cc1OC
  A: -12; B: -2; C: 1.4; D: -6; E: 8; F: 8; G: -1; H: -22; I: -7

CCc1nccn1Cc1cc(C=O)ccc1OC
  A: -12; B: 0; C: -0.6; D: -1; E: 6; F: 2; G: 0; H: 5; I: 5

# Some of the entries above in a different format.
# The line under a structure holds: CXCR6 block	XBP1 UPR activ	CHOP UPR activ	EBI2 antag	CCR6 antagonist	tim23-1 inh	APJ ag	Mdm2-MdmX inh	APJ antagonist
CCN(CC(=O)NCc1cccs1)C(=O)Cc1ccc(C)c(C)c1
    -3	-2	2.5	-6	5	18	-2	26	4
CCOc1ccccc1/C=C(\NC(=O)c1ccccc1)C(=O)NCCC(=O)O
    -1	-2	3.3	-10	17	10	-1	2	-20
COc1cccc(/C=N/n2c(COc3ccccc3)n[nH]c2=S)c1O
    10	-4	1.5	10	3	35	-5	-16	6
